PHOSPHO1 block = blocks human PHOSPHO1 phosphatase activity. recombinant PHOSPHO1, absorbance phosphatase assay. Q8TCT1. actives 1.1% (n = 290,000). inhibition, % at 13.3 µM; in the data active = inhibition above about 60%
MEKK2mut PB1 HTS = signal of MEK5 binding to mutant human MEKK2 PB1 domain; actives 0.35% (n = 290,000); AID 1530; bead flow cytometry, Alexa488-MEK5 binding to MEKK2 mutant; percent response, % at 10 µM; in the data active = percent response above about 24%, passing the limit was not always enough; note: inactives centre near 1; some results filed as inactive read as strong as hits; reference of the scale not given here
MEKK2wt PB1 HTS = raises or lowers MEK5 binding to wildtype human MEKK2 PB1 domain. Q9Y2U5. bead flow cytometry, Alexa488-MEK5 binding to MEKK2 WT; actives lie on both sides. binding response (% of control), % at 10 µM. actives 1.1% (n = 290,000). AID 1531; in the data active = binding response below about 67% or above about 130%
NALP1 yeast inh = blocks the NALP1 inflammasome reconstituted in yeast | S. cerevisiae NALP1/ASC/caspase-1 growth, X-gal OD620, 72 h | inhibition, % at 10 µM | actives 0.61% (n = 280,000) | AID 2071; in the data active = inhibition mostly above about 24%, no sharp cut-off; inactive = mostly below about 32%; note: some compounds called inactive have numbers as strong as hits
GPR7 antagonist = blocks human GPR7 receptor signaling; GPR7-expressing cells, fluorescence antagonist assay; inhibition, % at 4.4 µM; actives 1.1% (n = 290,000); AID 1861; in the data active = inhibition above about 16%, passing the limit was not always enough;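 note: cells stimulated with the agonist NPW; 0% = agonist with vehicle and 100% = vehicle without agonist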
Target sequence (P48145 whole entry, looked up): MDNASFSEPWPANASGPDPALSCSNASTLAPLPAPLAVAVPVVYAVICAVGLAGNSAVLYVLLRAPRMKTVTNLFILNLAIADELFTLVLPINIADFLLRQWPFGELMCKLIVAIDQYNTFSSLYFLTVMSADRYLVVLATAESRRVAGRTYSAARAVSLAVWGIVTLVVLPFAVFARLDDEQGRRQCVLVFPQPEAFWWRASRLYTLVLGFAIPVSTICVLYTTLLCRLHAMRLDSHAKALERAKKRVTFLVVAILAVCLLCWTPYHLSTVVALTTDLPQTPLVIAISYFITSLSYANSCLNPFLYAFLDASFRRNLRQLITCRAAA
GalR3 antagonist = blocks the human galanin receptor 3. O60755. HEK293 GalR3-CNG cAMP membrane potential fluorescence; galR3 body fused to GalR1 C-terminus. inhibition, % at 3 µM. actives 0.44% (n = 360,000);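 active = inhibition above the screen-wide average plus 3 SD, cut at about 13% in these data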;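 note: forskolin and galanin both at EC90 stimulate the cells; cAMP rise reported by CNG channel membrane potential dye signal; 0% = forskolin plus galanin with DMSO and 100% = forskolin alone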
OXTR ag = human OXTR agonism; P30559; actives 0.32% (n = 320,000); AID 2435; CHO-OTR cells, Fluo-8 calcium fluorescence; normalized: DMSO 0%, oxytocin 100%; activation, % at 3 µM;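 active = activation above the mean of all tested compounds plus 3 SD, cutoff set per screening run, cut at about 20% in these data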;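 note: peak over basal fluorescence ratio from a 100 s FLIPR kinetic read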
MEKK3 PB1 HTS = raises or lowers MEK5 binding to the human MEKK3 PB1 domain | bead-based flow cytometry, Alexa488-MEK5 binding to MEKK3; actives lie on both sides; 0 = blocked by unlabeled MEK5, 100 = vehicle | Q99759 | AID 1529 | actives 1.4% (n = 290,000) | binding response (% of control), % at 10 µM;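 active = binding response more than 3 SD above or below the average of its plate-row segment, actives on both sides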;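 note: Alexa488 bead fluorescence after subtracting the streptavidin-only scavenger bead signal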
Target sequence (Q99759 whole entry, looked up, the tested form may be a part): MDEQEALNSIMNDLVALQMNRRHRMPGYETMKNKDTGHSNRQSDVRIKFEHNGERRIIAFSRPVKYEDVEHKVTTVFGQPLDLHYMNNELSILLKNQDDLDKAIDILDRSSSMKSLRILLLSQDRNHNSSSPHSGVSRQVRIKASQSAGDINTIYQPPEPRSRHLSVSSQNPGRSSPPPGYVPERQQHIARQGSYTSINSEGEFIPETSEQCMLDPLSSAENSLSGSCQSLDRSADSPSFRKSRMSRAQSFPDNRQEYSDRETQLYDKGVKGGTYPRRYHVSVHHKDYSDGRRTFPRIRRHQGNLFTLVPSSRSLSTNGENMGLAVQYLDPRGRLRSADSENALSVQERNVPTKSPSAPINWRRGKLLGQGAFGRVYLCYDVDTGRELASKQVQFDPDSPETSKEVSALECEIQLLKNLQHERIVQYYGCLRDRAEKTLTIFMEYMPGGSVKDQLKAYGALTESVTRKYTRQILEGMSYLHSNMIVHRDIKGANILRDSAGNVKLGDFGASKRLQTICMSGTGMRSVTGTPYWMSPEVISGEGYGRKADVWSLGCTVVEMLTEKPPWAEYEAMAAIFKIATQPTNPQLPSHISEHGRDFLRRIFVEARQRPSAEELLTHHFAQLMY
V1aR counter = activates human V1a receptor in oxytocin agonist counter-screen. CHO-V1R cells, Fluo-8 calcium fluorescence, agonist mode; 0% DMSO, 100% 3 nM vasopressin. actives 0.25% (n = 320,000). activation, % at 3 µM;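 active = activation above the mean activation of all tested compounds plus 3 SD, per screening run, cut at about 20% in these data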;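 note: signal is peak over basal fluorescence ratio across a 100 second FLIPR read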
Active calls of the source: *.

For CC1CCN(c2nc3ccc(C(=O)N4CCN(Cc5ccccc5)CC4)cc3s2)CC1 the results were PHOSPHO1 block -7, MEKK2mut PB1 HTS -3, MEKK2wt PB1 HTS 97, NALP1 yeast inh 5, GPR7 antagonist -2, GalR3 antagonist 0, OXTR ag -0.7, MEKK3 PB1 HTS 94 and V1aR counter 2.4.
`Cc1ccccc1Nc1ncnc(N)n1` gave PHOSPHO1 block 28, MEKK2mut PB1 HTS -2, MEKK2wt PB1 HTS 106, NALP1 yeast inh -10, GPR7 antagonist -4, GalR3 antagonist -7, OXTR ag 1.4, MEKK3 PB1 HTS 111 and V1aR counter 0.1.
`CC(Sc1nc2ccccc2c(=O)[nH]1)C(=O)O` (configuration not stated) gave PHOSPHO1 block 19, MEKK2mut PB1 HTS 1, MEKK2wt PB1 HTS 95, NALP1 yeast inh -15, GPR7 antagonist -15, GalR3 antagonist 0, OXTR ag 0.9, MEKK3 PB1 HTS 99 and V1aR counter 2.2.
For Cc1ccc(C)c(S(=O)(=O)N2CCN(C(=O)c3ccnn3C)CC2)c1 the results were PHOSPHO1 block 48, MEKK2mut PB1 HTS 9, MEKK2wt PB1 HTS 104, NALP1 yeast inh 2, GPR7 antagonist 0, GalR3 antagonist 1, OXTR ag -0.7, MEKK3 PB1 HTS 103 and V1aR counter -0.4.
CN(CC(=O)Nc1ccccc1N1CCOCC1)S(=O)(=O)c1ccc(Cl)cc1 was read as PHOSPHO1 block 16, MEKK2mut PB1 HTS 5, MEKK2wt PB1 HTS 104, NALP1 yeast inh 13, GPR7 antagonist 4, GalR3 antagonist -4, OXTR ag -1.7, MEKK3 PB1 HTS 102 and V1aR counter -1.7.
Screening CCOC(=O)n1c(=O)n(Cc2ccccc2C)c2ccccc21 returned PHOSPHO1 block 12, MEKK2mut PB1 HTS -11, MEKK2wt PB1 HTS 85, NALP1 yeast inh -1, GPR7 antagonist -9, GalR3 antagonist -4, OXTR ag -3.0, MEKK3 PB1 HTS 96 and V1aR counter -1.6.
`CCCCC(=O)Nc1ccc(C(=O)NNC(=O)c2ccco2)cc1` gave PHOSPHO1 block 42, MEKK2mut PB1 HTS 1, MEKK2wt PB1 HTS 98, NALP1 yeast inh 4, GPR7 antagonist -6, GalR3 antagonist 0, OXTR ag 0.7, MEKK3 PB1 HTS 103 and V1aR counter -0.3.
For O=C(CSCC(=O)N1CCOCC1)Nc1nc(-c2ccccc2)cs1 the results were PHOSPHO1 block 22, MEKK2mut PB1 HTS 22, MEKK2wt PB1 HTS 118, GPR7 antagonist -15, GalR3 antagonist 0, OXTR ag 2.4, MEKK3 PB1 HTS 131* and V1aR counter 2.4.
COCCN(CCOc1cc(C)cc(C)c1)Cc1ccc(Cl)cc1 was read as MEKK2mut PB1 HTS 6, MEKK2wt PB1 HTS 107, NALP1 yeast inh 2, GPR7 antagonist -21, GalR3 antagonist -15, OXTR ag -1.8, MEKK3 PB1 HTS 100 and V1aR counter -0.2.
`CCOC(=O)c1c(N)nn(C(=O)CC)c1-c1ccccc1` gave PHOSPHO1 block -1, MEKK2mut PB1 HTS 4, MEKK2wt PB1 HTS 109, NALP1 yeast inh -7, GPR7 antagonist -5, GalR3 antagonist -4, OXTR ag -2.2, MEKK3 PB1 HTS 110 and V1aR counter -0.8.
For O=C(Cc1ccccc1)Nc1cccc(N2C(=O)C=CC2=O)c1 the results were PHOSPHO1 block -14, MEKK2mut PB1 HTS -4, MEKK2wt PB1 HTS 94, NALP1 yeast inh 26, GPR7 antagonist -5, GalR3 antagonist 2, OXTR ag 1.8, MEKK3 PB1 HTS 95 and V1aR counter -0.1.
For Clc1ccc(Nc2ncn[nH]2)cc1 the results were PHOSPHO1 block 36, MEKK2mut PB1 HTS -3, MEKK2wt PB1 HTS 93, NALP1 yeast inh -12, GPR7 antagonist 5, GalR3 antagonist -1, OXTR ag 1.6, MEKK3 PB1 HTS 95 and V1aR counter 0.8.
For CCOC(=O)C1=C(C)Nc2nc3ccccc3n2C1c1cccs1 (configuration not stated) the results were PHOSPHO1 block -18, MEKK2mut PB1 HTS -2, MEKK2wt PB1 HTS 101, NALP1 yeast inh 10, GPR7 antagonist -6, GalR3 antagonist 1, OXTR ag -2.4, MEKK3 PB1 HTS 101 and V1aR counter -1.7.
Screening CSc1nnc(N2C(=O)C(O)=C(C(=O)c3ccco3)C2c2ccccc2F)s1 (configuration not stated) returned PHOSPHO1 block 33, MEKK2mut PB1 HTS 1, MEKK2wt PB1 HTS 103, NALP1 yeast inh 18, GPR7 antagonist 23*, GalR3 antagonist -1, OXTR ag 9.8, MEKK3 PB1 HTS 101 and V1aR counter 5.9.
CC(C)(C)c1ccc(Oc2ccc(N)cc2)cc1 was read as PHOSPHO1 block -5, MEKK2mut PB1 HTS -1, MEKK2wt PB1 HTS 107, NALP1 yeast inh 47, GPR7 antagonist 0, GalR3 antagonist 7, OXTR ag 3.8, MEKK3 PB1 HTS 107 and V1aR counter 1.9.

3 compounds already listed, arranged by heavy-atom count, lowest first:
Screening CCOC(=O)n1c(=O)n(Cc2ccccc2C)c2ccccc21 returned PHOSPHO1 block 12, MEKK2mut PB1 HTS -11, MEKK2wt PB1 HTS 85, NALP1 yeast inh -1, GPR7 antagonist -9, GalR3 antagonist -4, OXTR ag -3.0, MEKK3 PB1 HTS 96 and V1aR counter -1.6.
COCCN(CCOc1cc(C)cc(C)c1)Cc1ccc(Cl)cc1 was read as MEKK2mut PB1 HTS 6, MEKK2wt PB1 HTS 107, NALP1 yeast inh 2, GPR7 antagonist -21, GalR3 antagonist -15, OXTR ag -1.8, MEKK3 PB1 HTS 100 and V1aR counter -0.2.
For O=C(CSCC(=O)N1CCOCC1)Nc1nc(-c2ccccc2)cs1 the results were PHOSPHO1 block 22, MEKK2mut PB1 HTS 22, MEKK2wt PB1 HTS 118, GPR7 antagonist -15, GalR3 antagonist 0, OXTR ag 2.4, MEKK3 PB1 HTS 131* and V1aR counter 2.4.

(further entries)
For NC(=O)CSc1nnc(-c2ccc3c(c2)OCO3)o1 the results were PHOSPHO1 block 2, MEKK2mut PB1 HTS 1, MEKK2wt PB1 HTS 100, NALP1 yeast inh 5, GPR7 antagonist -12, GalR3 antagonist -1, OXTR ag 0.3, MEKK3 PB1 HTS 102 and V1aR counter 0.6.
`COc1ccc(C2=NOC(COc3ccc4c(C)cc(=O)oc4c3)C2)c(OC)c1` (configuration not stated) gave PHOSPHO1 block 6, MEKK2mut PB1 HTS -7, MEKK2wt PB1 HTS 98, GPR7 antagonist 22*, GalR3 antagonist -4, OXTR ag -1.4, MEKK3 PB1 HTS 97 and V1aR counter -0.8.
Fc1cccc(Cl)c1CSc1nnc(COc2cccc3cccnc23)o1 was read as PHOSPHO1 block 6, MEKK2mut PB1 HTS -5, MEKK2wt PB1 HTS 88, NALP1 yeast inh -4, GPR7 antagonist -7, GalR3 antagonist -3, OXTR ag 3.8, MEKK3 PB1 HTS 89 and V1aR counter 4.4.
For Cc1cc(O)c(-c2cc(C(=O)NCCc3ccc(S(N)(=O)=O)cc3)[nH]n2)cc1C the results were PHOSPHO1 block 23, MEKK2mut PB1 HTS -16, MEKK2wt PB1 HTS 93, GPR7 antagonist -15, GalR3 antagonist 0, OXTR ag -0.1, MEKK3 PB1 HTS 89 and V1aR counter 0.1.
`O=C(Nc1nc(-c2cc(Cl)sc2Cl)cs1)c1ccccc1` gave PHOSPHO1 block 0, MEKK2mut PB1 HTS -2, MEKK2wt PB1 HTS 109, NALP1 yeast inh -6, GPR7 antagonist -12, GalR3 antagonist -6, OXTR ag -0.1, MEKK3 PB1 HTS 100 and V1aR counter 1.3.
`Cc1nc2sccn2c(=O)c1S(=O)(=O)Nc1ccc(N2CCN(C(=O)C(C)C)CC2)cc1` gave PHOSPHO1 block 36, MEKK2mut PB1 HTS -6, MEKK2wt PB1 HTS 95, NALP1 yeast inh -7, GPR7 antagonist -14, GalR3 antagonist 1, OXTR ag 1.5, MEKK3 PB1 HTS 101 and V1aR counter 1.5.
Cc1sc2nc(CSCC(=O)Nc3c(Cl)cccc3Cl)[nH]c(=O)c2c1C was read as PHOSPHO1 block -5, MEKK2mut PB1 HTS -1, MEKK2wt PB1 HTS 98, NALP1 yeast inh 19, GPR7 antagonist -3, GalR3 antagonist 7, OXTR ag -1.6, MEKK3 PB1 HTS 120 and V1aR counter -0.7.
CC(=O)Nc1cccc(NC(=O)CSc2nnnn2Cc2ccccc2)c1 was read as PHOSPHO1 block -5, MEKK2mut PB1 HTS 11, MEKK2wt PB1 HTS 107, NALP1 yeast inh -1, GPR7 antagonist 12, GalR3 antagonist -3, OXTR ag 1.4, MEKK3 PB1 HTS 102 and V1aR counter 1.8.
For CC(C)C(=O)Nc1nc2c(ncn2C2CC(O)C(CO)O2)c(=O)[nH]1 (configuration not stated) the results were PHOSPHO1 block -4, MEKK2mut PB1 HTS 14, MEKK2wt PB1 HTS 120, NALP1 yeast inh 9, GPR7 antagonist 1, OXTR ag -1.1, MEKK3 PB1 HTS 121 and V1aR counter 1.0.
`CCCCn1c(N)c(N(CC)C(=O)c2ccccc2F)c(=O)[nH]c1=O` gave PHOSPHO1 block 15, MEKK2mut PB1 HTS 0, MEKK2wt PB1 HTS 103, NALP1 yeast inh 23, GPR7 antagonist -15, GalR3 antagonist -8, OXTR ag 1.0, MEKK3 PB1 HTS 104 and V1aR counter 0.7.
`CC1=CC(C)C2C(=O)N(c3ccccc3)C(=O)C2C1` (configuration not stated) gave PHOSPHO1 block -36, MEKK2mut PB1 HTS 4, MEKK2wt PB1 HTS 105, NALP1 yeast inh 2, GPR7 antagonist 16, GalR3 antagonist -2, OXTR ag 0.2, MEKK3 PB1 HTS 106 and V1aR counter -0.4.
`CCC(C(=O)NC1CCCC1)N(Cc1ccco1)C(=O)Cn1nnc(-c2ccc(C)cc2)n1` (configuration not stated) gave PHOSPHO1 block 10, MEKK2mut PB1 HTS -4, MEKK2wt PB1 HTS 92, NALP1 yeast inh 0, GPR7 antagonist 12, GalR3 antagonist -8, OXTR ag -1.6, MEKK3 PB1 HTS 87 and V1aR counter -0.5.
CCCCCN(C(=O)NC(=O)Nc1ccc(C)cc1C)S(C)(=O)=O was read as PHOSPHO1 block 6, MEKK2mut PB1 HTS -2, MEKK2wt PB1 HTS 97, NALP1 yeast inh 0, GPR7 antagonist -4, GalR3 antagonist 2, OXTR ag 0.9, MEKK3 PB1 HTS 96 and V1aR counter 0.8.
`CCC(C(=O)NC1CCCC1)N(C(=O)Cn1nnc(-c2ccc(C)o2)n1)c1ccc(OC)cc1` (configuration not stated) gave PHOSPHO1 block 28, MEKK2mut PB1 HTS -5, MEKK2wt PB1 HTS 95, NALP1 yeast inh 7, GPR7 antagonist 3, GalR3 antagonist -9, OXTR ag -1.1, MEKK3 PB1 HTS 100 and V1aR counter -0.5.
O=C(Nc1cccnc1)c1cc2nc(C3CC3)cc(C(F)(F)F)n2n1 was read as PHOSPHO1 block 16, MEKK2mut PB1 HTS 13, MEKK2wt PB1 HTS 104, NALP1 yeast inh -11, GPR7 antagonist -8, GalR3 antagonist -2, OXTR ag -1.2, MEKK3 PB1 HTS 102 and V1aR counter 0.4.
For CCOc1ccc(/C=N/NC(=O)c2nnn(-c3nonc3N)c2COc2ccc(F)cc2)cc1 the results were PHOSPHO1 block 23, MEKK2mut PB1 HTS 11, MEKK2wt PB1 HTS 107, GPR7 antagonist -12, GalR3 antagonist -5, OXTR ag 0.2, MEKK3 PB1 HTS 109 and V1aR counter -0.8.
